Screening data (PubChem BioAssay)
ATXN2 expr inh: inhibitors of ATXN2 expression | HEK-293 ATXN2-luciferase reporter, luminescence, 24 h | Potency, µM (top dose mostly 57 µM), for the others: at the top dose activity change, negative = inhibition, actives largely listed as inhibitors | 0.72% of 360,000 active | AID 1745845; note: potency is the fitted concentration of half-maximal effect; % is set by controls: 0 for no effect and ±100 for the full control effect; nearly all actives have a fitted effect of over 55% in size
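qHTS (up to 57 uM final) was run with 24 h compound exposure of reporter cells at 37 °C. Each well was multiplexed: SteadyGlo luminescence measured ATXN2-luciferase expression after a fluorogenic Gly-Phe-AFC viability readout (25 uM final).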
WRN inhibitor: inhibitors of human WRN helicase; WRN helicase unwinding, fluorescent forked duplex, kinetic; Potency, µM (doses to about 114 µM), for the others: at the highest dose activity change, negative = inhibition, hits mostly inhibitors; 0.46% of 360,000 active; note: potency is the fitted concentration of half-maximal effect; % is set by controls: 0 for no effect and ±100 for the full control effect; nearly all actives have a fitted effect of over 55% in size
Target sequence (Q14191 whole entry, looked up): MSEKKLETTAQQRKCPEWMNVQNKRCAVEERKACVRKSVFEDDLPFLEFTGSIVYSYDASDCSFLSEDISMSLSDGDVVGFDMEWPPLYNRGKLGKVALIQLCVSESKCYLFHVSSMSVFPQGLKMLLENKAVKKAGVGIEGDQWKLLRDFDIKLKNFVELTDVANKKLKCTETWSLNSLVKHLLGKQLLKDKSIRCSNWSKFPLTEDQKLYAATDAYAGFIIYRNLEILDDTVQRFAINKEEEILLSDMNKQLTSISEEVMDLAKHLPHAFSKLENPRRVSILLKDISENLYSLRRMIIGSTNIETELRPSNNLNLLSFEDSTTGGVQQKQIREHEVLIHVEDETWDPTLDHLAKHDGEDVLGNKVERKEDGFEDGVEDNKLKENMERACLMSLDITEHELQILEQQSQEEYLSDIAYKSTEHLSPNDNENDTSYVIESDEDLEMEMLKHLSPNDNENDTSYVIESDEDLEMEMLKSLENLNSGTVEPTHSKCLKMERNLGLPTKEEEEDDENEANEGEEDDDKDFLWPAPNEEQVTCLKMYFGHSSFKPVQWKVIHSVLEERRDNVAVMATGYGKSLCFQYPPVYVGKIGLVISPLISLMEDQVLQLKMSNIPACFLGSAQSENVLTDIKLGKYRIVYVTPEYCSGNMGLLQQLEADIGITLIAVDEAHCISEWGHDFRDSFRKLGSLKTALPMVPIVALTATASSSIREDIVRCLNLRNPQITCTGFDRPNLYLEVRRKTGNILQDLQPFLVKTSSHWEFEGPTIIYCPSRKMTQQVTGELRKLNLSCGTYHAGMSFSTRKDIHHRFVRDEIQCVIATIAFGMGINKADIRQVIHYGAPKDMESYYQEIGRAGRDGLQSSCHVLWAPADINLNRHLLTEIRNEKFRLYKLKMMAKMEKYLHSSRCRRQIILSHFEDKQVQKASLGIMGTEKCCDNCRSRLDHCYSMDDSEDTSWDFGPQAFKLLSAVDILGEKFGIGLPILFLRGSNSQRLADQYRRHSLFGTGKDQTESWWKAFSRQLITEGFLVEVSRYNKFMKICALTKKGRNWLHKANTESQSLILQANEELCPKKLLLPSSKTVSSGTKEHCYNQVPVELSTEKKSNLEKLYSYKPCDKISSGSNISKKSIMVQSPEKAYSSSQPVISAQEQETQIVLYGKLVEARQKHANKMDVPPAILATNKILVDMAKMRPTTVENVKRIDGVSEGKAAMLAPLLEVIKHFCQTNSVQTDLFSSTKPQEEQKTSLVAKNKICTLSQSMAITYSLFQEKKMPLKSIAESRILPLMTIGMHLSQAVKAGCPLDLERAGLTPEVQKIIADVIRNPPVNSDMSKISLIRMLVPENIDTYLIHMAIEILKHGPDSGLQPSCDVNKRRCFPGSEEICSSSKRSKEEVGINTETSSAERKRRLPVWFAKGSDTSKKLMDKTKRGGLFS
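Screening of the MLSMR collection measured strand separation of a quenched forked DNA duplex (100 nM) by 20 nM WRN with 2 mM ATP, all final. Compounds were preincubated with enzyme 15 min at room temperature.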
MCF10A rereplic: DNA re-replication induction in MCF 10a cells; AID 624296; Potency, µM (highest dose often 46.1 µM), without a hit: top-dose activity, positive = re-replication, usual class: activators; MCF 10A DNA re-replication, Hoechst nuclear intensity, 48 h; 2.9% of 350,000 active; note: potency is the fitted concentration of half-maximal effect; % of control where 0% means no effect; nearly all actives have a fitted effect of over 50% in size
KB-3-1 tox: KB-3-1 parental cell cytotoxicity. AID 1347075. 1.4% of 400,000 active. KB-3-1 viability, CellTiter-Glo ATP luminescence, 72 h. Potency, µM (highest dose often 46.1 µM), for inactives: at the top dose activity change, negative = cytotoxic, most hits filed as cytotoxic; note: potency is the fitted concentration of half-maximal effect; % is set by controls: 0 for no effect and ±100 for the full control effect; nearly all actives have a fitted effect of over 60% in size
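Luminescent ATP read-out (CellTiter-Glo) measures survival of drug-naive KB-3-1 cells after 72 h compound exposure at 37 °C. Titration series was screened from lowest to highest concentration, with DMSO vehicle plates as background controls.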
IL1B secr inh: inhibitors of inflammasome signaling (IL-1 beta secretion). AID 743279. THP-1 LPS/ATP IL-1B secretion, AlphaLISA, 16 h; stronger effect = lower value. 4.7% of 360,000 active. activity change, % at 57.5 µM; in the data active = activity change below about -50%; inconclusive = mostly about -30% to -49%; note: % is set by controls: 0 for no effect and ±100 for the full control effect
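THP-1 cells pretreated 1 hr with compounds (up to 57.5 uM final), then stimulated with LPS (250 ng/mL final) plus ATP (1.25 mM final); secreted IL-1B measured by AlphaLISA after 16 hr, decreased signal indicating inhibition.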
HT1080NT lethal: kills 2HG-producing HT-1080-NT fibrosarcoma cells. HT-1080-NT fibrosarcoma viability, CellTiter-Glo ATP luminescence, 48 h. Potency, µM (titrated, usually from 46.1 µM), without a hit: at the top dose activity, negative = less viability, most hits filed as cytotoxic. 1.6% of 360,000 active;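 note: NT is the 2HG producing partner of a matched IDH1 knockdown line; potency is the fitted concentration of half-maximal effect; 0% = DMSO-treated cells and -100% = media-only wells without cells; nearly all actives have a fitted effect of over 55% in size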
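Viability of the 2HG-overproducing fibrosarcoma line after 48 hours of compound exposure at 37 degrees C was determined by luminescence with CellTiter-Glo, and concentration-effect curves were then fitted and categorized.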
KB-V1 cytotox: KB-V1 MDR subline cytotoxicity. 3.4% of 400,000 active. Potency, µM (series often up to 46.1 µM), for the others: top-dose activity change, negative = cytotoxicity, actives largely listed as cytotoxic. KB-V1 MDR cells viability, CellTiter-Glo, 72 h; note: potency is the fitted concentration of half-maximal effect; % is set by controls: 0 for no effect and ±100 for the full control effect; nearly all actives have a fitted effect of over 60% in size
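KB-V1, DMEM (no phenol red) + 10% FBS; cpd pin-transferred, titration series; 72 h, 37 degrees C; CellTiter-Glo, luminescence. Data normalized, curve-fit.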
SW480 rereplic: DNA re-replication induction in SW480 cells; SW480 DNA re-replication, Hoechst DNA content imaging, 48 h; Potency, µM (series often up to 46.1 µM), without a hit: top-dose re-replication activation, actives largely listed as activators; 1.8% of 340,000 active; AID 624297; note: potency is the fitted concentration of half-maximal effect; % of control where 0% means no effect; nearly all actives have a fitted effect of over 55% in size
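Cells (250 per well) received 23 nL compound or DMSO by pin tool and were kept 48 hr at 37 C, 5% CO2. Nuclei were then stained with Hoechst for 40 min and scanned for DNA content.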
HT1080 IDH1KD tx: HT-1080 IDH1 knockdown cell toxicity (counter line) | HT-1080 IDH1 knockdown viability, ATP luminescence, 48 h | Potency, µM (top dose mostly 46.1 µM), inactives show at the top dose activity, negative = toxicity, most hits filed as cytotoxic | 2% of 360,000 active | AID 686971;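 note: potency is the fitted concentration of half-maximal effect; 0% = DMSO wells and -100% = cell-free medium wells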
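Luminescent ATP read-out (CellTiter-Glo, 10 min at room temperature) after 48 h compound exposure at 37 °C gave viability of IDH1-knockdown HT-1080 cells. Activity was normalised to DMSO and cell-free wells, then fitted as concentration-response curves.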
The depositor's hits bear a star; ? = inconclusive; . = no result given; [ ] = remark or other dose. Unless noted, calls come from the whole dose curve; as a rule, active = well fitted curve in the direction sought with a large enough effect; inconclusive = small, poorly fitted or top-dose-only effect, or another doubt; inactive = no such curve, though single readings can be large; an effect the other way counts as inactive or inconclusive.

nr	Compound	ATXN2 expr inh	WRN inhibitor	MCF10A rereplic	KB-3-1 tox	IL1B secr inh	HT1080NT lethal	KB-V1 cytotox	SW480 rereplic	HT1080 IDH1KD tx
1	COc1ccc(Nc2nnc(SCc3cc([N+](=O)[O-])cc4c3OCOC4)s2)cc1	-0.6%	-7.8%	-13.1%	7.4%	13.3	1.1%	12.9%	-1.6%	-2.7%
2	C#CCOCCOCCOCCNc1nc(N2CCOCC2)nc(N2CCN(C(=O)CCCCCCCCCCNC(=O)[C@@H]([C@H](C)O)n3cc(C)nn3)CC2)n1	-9.0%	3.8%	-9.6%	10.0%	0.0	-7.7%	6.7%	5.1%	0.5%
3	O=C(NCCc1cccc(F)c1)/C(=C/c1cccnc1)NC(=O)c1ccccc1	.	3.2%	-0.4%	0.7%	3.1	12.2%	-12.2%	-27.6%	7.3%
4	CN1CCN(C(=O)CCN2C(=O)S/C(=C/c3ccc(Cl)cc3)C2=O)CC1	-10.4%	3.0%	?	3.7%	0.0	21.3%	?	-5.0%	10.4%
5	COc1ccccc1OCC(=O)NCCCn1ccnc1	.	14.9%	4.1%	-6.0%	3.7	7.0%	14.3%	32.0%	0.5%
6	O=C(Nc1ccc2nc(-c3cccnc3)[nH]c2c1)c1ccco1	9.9%	-4.2%	-0.2%	-9.6%	-16.8	9.8%	-12.9%	-6.5%	9.4%
7	Cc1cc(C)c(-c2c(O)c3c(n(C)c2=O)CC(C)(C)CC3=O)c(C)c1	8.0%	0.8%[57.1 µM]	-0.6%	-13.7%	-0.1	4.6%	?	-1.5%	12.4%
8	O=C(C[C@H]1C[C@H](C(=O)N2CCCCC2)[C@@]2(CCc3ccccc3)c3[nH]c4cc(-c5ccco5)ccc4c3CCN2C1=O)NCCC1=CCCCC1	-2.1%	-2.4%	?	-6.8%	-12.8	0.0%	-1.1%	10.2%	-3.5%
9	Cc1ccc2nc(N3CCC(C(=O)NC4CCCCC4)CC3)sc2c1	-4.7%	7.1%	8.5%	0.7%	12.8	0.1%	0.0%	-11.5%	2.9%
10	OC(COc1ccc(OCc2ccccc2)cc1)CN1CCOCC1 (centres undefined)	-6.0%	-0.6%	9.2µM*	-7.0%	36.5	-5.0%	-3.7%	?	0.8%
11	CC12C(=O)N(NC(=O)c3ccncc3)C(=O)C1C1C=CC2C1 (centres undefined)	3.8%	5.8%	-7.6%	8.1%	9.1	3.4%	?	?	-0.1%
12	CCCOc1ccc(C2C3=C(CCCC3=O)N(CC(=O)O)C3=C2C(=O)CCC3)cc1OCC	4.3%	-5.0%	-13.7%	-4.5%	0.9	0.5%	3.7%	5.7%	7.3%
13	O=C(N=Nc1c(O)[nH]c2ccccc12)c1ccc(CN2CCOCC2)cc1	2.5%	-9.6%	7.7%	26.3%	-20.6	1.0%	-1.0%	15.7%	2.7%
14	C=CCC[C@@H](Cc1ccc(F)cc1)C(=O)OC[C@H](Cc1c[nH]c2ccccc12)NC(=O)[C@@H](CC=C)CC(=O)N(CCO)Cc1ccccc1	?	1.2%	?	?	?	?	?	?	?
15	CC(C)(C)c1ccc(C(=O)Nc2cccc3c(=O)[nH][nH]c(=O)c23)cc1	14.8%	-27.4%[57.1 µM]	?	?	10.0	-0.2%	-12.8%	?	-12.7%
16	C=CCNCC(O)COc1ccc(C(C)=O)cc1OC (centres undefined)	-4.0%	-7.4%	-1.5%	8.5%	-10.6	17.2%	1.8%	-79.4%[inhibitor]	3.5%
17	CCOc1ccc(Nc2cc(C)c3ccccc3n2)cc1	13.7%	-6.9%[57.1 µM]	?	-0.2%	0.0	-21.9%	-4.1%	17.0%	-29.9%
18	Nc1[nH]nc2nc(-c3ccccc3)[nH]c(=O)c12	.	10.8%	-1.2%	-0.1%	-24.9	-9.6%	1.5%	-1.6%	-3.0%
19	CCNC(=O)C1CCCN(C(=O)c2cc(C)oc2C)CC1 (centres undefined)	6.9%	-3.5%	.	0.0%	22.6	25.3%	0.8%	.	19.3%
20	CCOC(=O)c1c(C)n(-c2ccc(C)cc2)c2ccc(OCC(O)CNCCCO)cc12 (centres undefined)	?	16.7%	?	-13.9%	-126.0*	?	?	1.6%	23.1µM*
21	Cc1ccc(CSc2nnc(NC(=O)C3COc4ccccc4O3)s2)cc1 (centres undefined)	3.7%	-3.9%	13.8%	-26.8%	2.5	-6.8%	-6.9%	7.7%	0.6%
22	Cc1ccc(OCCCC(=O)Nc2ccc(Br)cc2)cc1	-15.9%	4.7%	-0.9%	-6.9%	21.7	8.4%	13.4%	0.3%	5.0%
23	CC1=C([N+](=O)[O-])C(c2ccc(Cl)cc2)NC(=O)N1 (centres undefined)	-11.0%	-14.0%	-7.9%	-0.2%	7.6	-4.9%	24.1%	2.4%	-12.6%
24	CC(c1ccccc1)N1C(=O)NC(NC(=O)C(C)(C)C)(C(F)(F)F)C1=O (centres undefined)	13.3%	2.6%	7.7%	3.5%	2.7	29.1%	-1.3%	-1.2%	17.7%
25	C=CCNc1nnc(SCC(=O)N2CCCCC2)c2ccccc12	6.9%	-6.4%	0.3%	8.9%	0.0	0.1%	-13.6%	-2.8%	-1.4%
26	COc1ccc(-c2ccc3c(N)c(C(=O)NC(C)C)sc3n2)cc1OC	20.2%	-14.2%	18.4µM*	?	.	-15.5%	-25.4%	18.4µM*	-20.8%
27	Cn1cc(CCNC(=O)CCc2nnc(CCCCc3ccccc3)o2)cn1	-6.0%	4.9%[57.1 µM]	-0.7%	-1.1%	8.3	0.3%	-3.8%	0.6%	0.0%
28	Oc1ccccc1-c1cc(-c2ccc(F)cc2)n[nH]1	165.4%[activator]	-6.6%	?	?	17.9	?	?	-1.8%	18.4µM*
29	Cn1c(CNC(=O)C(Cc2ccccc2)NC(=O)c2ccccc2F)cc(=O)n(C)c1=O (centres undefined)	-5.1%	-6.8%	1.3%	5.4%	-14.9	1.8%	?	-1.7%	3.9%
30	NS(=O)(=O)c1ccc(CCNC(=O)CCc2ccccc2)cc1	-3.8%	-5.3%	?	1.8%	9.8	4.2%	18.2%	-0.2%	6.8%

3 of the entries above in order of their number in IL1B secr inh, smallest number first:
No.	Molecule	IL1B secr inh
30	NS(=O)(=O)c1ccc(CCNC(=O)CCc2ccccc2)cc1	9.8
28	Oc1ccccc1-c1cc(-c2ccc(F)cc2)n[nH]1	17.9
22	Cc1ccc(OCCCC(=O)Nc2ccc(Br)cc2)cc1	21.7

Carrying on:
nr	Compound	ATXN2 expr inh	WRN inhibitor	MCF10A rereplic	KB-3-1 tox	IL1B secr inh	HT1080NT lethal	KB-V1 cytotox	SW480 rereplic	HT1080 IDH1KD tx
31	Cc1cc(N2CCN(C(c3ccnc4ccccc34)c3nnnn3-c3c(C)cccc3C)CC2)c2ccccc2n1 (centres undefined)	?	3.8%	.	-22.7%	-55.5*	-14.2%	?	.	-17.8%
32	Cc1ccc(S(=O)(=O)N2CCCC(C(=O)O)C2)s1 (centres undefined)	-9.3%	-3.2%	-0.1%	-10.9%	-5.3	0.0%	-20.4%	-2.3%	-14.4%
33	Cc1ccc(C(=O)NNc2ncnc3c2cnn3C)cc1	14.8%	-0.6%	-1.2%	3.9%	6.5	15.1%	4.2%	-52.1%[inhibitor]	0.9%
34	CCCC12CN3CC(C)(CN(C1)C3c1ccc3c(c1)OCO3)C2=O (centres undefined)	-3.7%	-1.2%	2.7%	15.1%	8.3	5.2%	9.7%	5.0%	5.3%
35	COc1ccccc1C1(O)CC2CCC(C1)N2S(=O)(=O)c1ccc(C(C)=O)cc1 (centres undefined)	-6.0%	-3.6%[57.1 µM]	?	0.0%	4.1	-13.4%	-17.4%	-1.8%	2.8%
36	COc1ccc(N2CC(NS(=O)(=O)c3cccnc3)CC2=O)cc1OC (centres undefined)	5.1%	-7.1%	10.6%	-9.6%	28.0	3.2%	10.1%	0.7%	10.0%
37	Nc1nc(N2CCN(C(=O)c3ccco3)CC2)nc2ccc(Br)cc12	.	-5.2%	?	?	-51.1*	?	20.6µM*	-81.6%[inhibitor]	-13.2%
38	COc1ccc(CCNc2ccc(C(CC(N)=O)NC(=O)c3ccccc3)cc2[N+](=O)[O-])cc1 (centres undefined)	10.3%	-0.5%	29.8%	18.0%	27.6	0.4%	4.2%	-3.1%	1.0%
39	NC(=O)COc1cccc(/C=N/NC(=O)c2ccc(-n3cccc3)cc2)c1	-6.6%	2.6%	11.2%	6.6%	-26.5	11.9%	-0.1%	?	17.0%
40	COc1ccc(C(=O)COC(=O)COc2cccc3c2OC(C)(C)C3)c(OC)c1	3.5%	-3.7%	-4.7%	12.2%	-6.3	-0.2%	0.0%	-62.1%[inhibitor]	15.4%
41	CC(=O)Oc1ccccc1C1=NN(C(=O)/C=C/c2ccccc2)C(c2ccccc2)C1 (centres undefined)	-13.4%	-12.1%	?	-21.3%	-15.4	-27.8%	?	4.9%	-29.2%
42	CCc1nc2ccc(C(=O)Nc3ccc4c(c3)OCC(=O)N4)cn2c1N(CC)Cc1cccc(Br)c1	?	-12.5%	.	-2.1%	0.0	?	0.6%	.	-10.5%
43	CC1C(=O)N2CCCc3cc(NC(=O)C(=O)NCc4cccnc4)cc1c32 (centres undefined)	7.2%	-2.3%	1.5%	-21.2%	9.8	1.9%	3.0%	-2.1%	-0.3%
44	C/C(=C\c1ccccc1)C(=O)Nc1ccc(Cl)cn1	.	-5.0%	-3.2%	-0.5%	-7.4	10.2%	-6.9%	0.6%	-2.2%
45	CCC1CCCCN1CCN1C(=O)C2C(C(=O)Nc3cccc(OC)c3)C3C=CC2(O3)C1C(=O)NC1CCCCC1 (centres undefined)	-2.3%	-5.6%	?	-1.2%	?	-20.8%	25.1%	-16.1%	-11.8%

Compounds as they come, and some 12% of all compounds hit somewhere here.
